MIN6 prolif: MIN6 beta-cell proliferation induction | 330,000 compounds, 0.29% hits | proliferation, % at 10 µM | MIN6 cells proliferation, ATPlite luminescence, 48 h; cells starved in 0.2% serum; 100% = growth in 10% serum | AID 2380;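 active means compounds whose signal lies at least 3.5 SD above the mean of all wells on their plate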;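 further: 0% = DMSO-treated cells in low-serum medium and 100% = 10% serum control; some compounds called inactive have numbers as strong as hits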
mIAP act: increases mouse intestinal alkaline phosphatase activity; muIAP, CDP-Star luminescence, 30 min; stronger effect = higher value; 1 = vehicle-only enzyme signal, 0 = enzyme-free wells; 330,000 compounds, 0.24% hits; AID 2805; activation factor at 10 µM;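 active means activation factor of at least 2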; further: the source names both 10 and 20 µM as test concentration; values of inactives mirror those of a sister screen read the other way
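System: mouse IAP enzyme. Reagent: CDP-Star chemiluminescent phosphatase substrate. Benchmarks: DMSO wells, no-enzyme wells. Times: 30 min enzyme-substrate-compound incubation at room temperature. Detection: luminescence from enzymatic CDP-Star hydrolysis. Doses: test compounds delivered from DMSO solution.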
APOBEC3A inh: inhibitors of human APOBEC3A DNA deaminase. P31941. recombinant A3A, FAM/TAMRA ssDNA deamination fluorescence. inhibition, % at 20 µM. 330,000 compounds, 0.41% hits. AID 493011;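 active means at least 40% inhibition at 20 µM here, with at most 30% in a related deaminase screen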;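 further: plate controls were A3A with DMSO for no effect and wells lacking A3A enzyme for full effect; some results filed as inactive read as strong as hits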
mIAP inh: blocks mouse intestinal alkaline phosphatase. purified mouse IAP, CDP-Star luminescence, 30 min. inhibition, % at 10 µM. 330,000 compounds, 0.2% hits. AID 2806;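 active means inhibition of at least 40% at 10 µM in the primary screen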;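 further: plate controls were DMSO with enzyme for no effect and no enzyme wells for full effect; values of inactives mirror those of a sister screen read the other way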
MPTP inh: inhibitors of mitochondrial permeability transition pore; isolated mouse mitochondria, Ca2+ swelling absorbance, 30 min; AID 602449; inhibition, % at 10 µM; 360,000 compounds, 1.4% hits;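 active means inhibition of 50% or more, scaled per plate between neutral and stimulator controls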;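 further: 0% = DMSO wells given calcium and 100% = 1 mM EGTA wells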
hIAP block: blocks human intestinal alkaline phosphatase | P09923 | purified IAP, CDP-Star luminescence, 30 min | inhibition, % at 10 µM | 330,000 compounds, 0.12% hits | AID 2544;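 active means inhibition reaching a set limit with compound at 10 µM in the primary screen, cut at about 35% in these data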;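 further: plate controls were DMSO wells with enzyme for no effect and no-enzyme buffer wells for full effect; values of inactives mirror those of a sister screen read the other way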
Target sequence (P09923 whole entry, looked up): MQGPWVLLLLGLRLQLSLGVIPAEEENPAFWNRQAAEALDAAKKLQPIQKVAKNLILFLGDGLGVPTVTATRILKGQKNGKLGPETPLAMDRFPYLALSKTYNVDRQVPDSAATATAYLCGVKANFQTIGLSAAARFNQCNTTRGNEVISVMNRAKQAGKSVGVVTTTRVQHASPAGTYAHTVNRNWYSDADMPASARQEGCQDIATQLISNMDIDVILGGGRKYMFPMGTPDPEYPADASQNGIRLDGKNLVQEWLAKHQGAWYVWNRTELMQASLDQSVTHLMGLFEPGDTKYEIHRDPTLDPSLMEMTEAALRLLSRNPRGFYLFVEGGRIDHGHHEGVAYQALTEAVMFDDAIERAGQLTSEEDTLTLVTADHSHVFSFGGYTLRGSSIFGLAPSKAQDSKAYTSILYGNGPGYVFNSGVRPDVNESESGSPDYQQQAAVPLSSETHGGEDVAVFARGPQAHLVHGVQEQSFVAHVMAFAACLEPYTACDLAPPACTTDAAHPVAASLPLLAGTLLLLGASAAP
hIAP act: increases human intestinal alkaline phosphatase activity; purified human IAP, CDP-Star luminescence, 30 min; stronger effect = higher value; 1 = vehicle-only enzyme, 0 = enzyme-free background; 330,000 compounds, 0.16% hits; activation factor at 10 µM; P09923;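 active means activation factor of the enzyme at least 2-fold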; further: the source names both 10 and 20 µM as test concentration; values of inactives mirror those of a sister screen read the other way
ATG4B inh: ATG4B (human) cysteine protease inhibition | ATG4B cleavage of LC3-PLA2, NBD-HPC fluorescence, 1 h | 340,000 compounds, 0.51% hits | inhibition, % at 8.33 µM; in the data active means inhibition above about 40%
Target sequence (Q9Y4P1 whole entry, looked up): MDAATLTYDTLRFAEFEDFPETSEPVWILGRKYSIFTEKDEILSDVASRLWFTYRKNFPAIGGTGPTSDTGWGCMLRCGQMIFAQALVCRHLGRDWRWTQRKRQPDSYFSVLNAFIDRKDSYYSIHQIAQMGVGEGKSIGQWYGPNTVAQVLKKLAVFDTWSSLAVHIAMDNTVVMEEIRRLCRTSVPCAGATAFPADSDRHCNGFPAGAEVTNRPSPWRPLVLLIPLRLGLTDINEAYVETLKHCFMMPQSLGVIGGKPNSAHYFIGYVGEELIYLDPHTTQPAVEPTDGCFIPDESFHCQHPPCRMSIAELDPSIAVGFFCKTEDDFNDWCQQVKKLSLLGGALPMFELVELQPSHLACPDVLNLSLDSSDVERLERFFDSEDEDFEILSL
A3G deaminase: inhibitors of human APOBEC3G DNA deaminase; inhibition, % at 20 µM; 330,000 compounds, 0.28% hits; AID 493012; recombinant A3G, ssDNA deamination FAM/TAMRA fluorescence;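 active means inhibition of at least 40% at 20 µM, with no more than 30% in the related APOBEC3A deaminase screen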;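 further: plate controls were DMSO wells with A3G for no effect and wells lacking A3G enzyme for full effect; some compounds called inactive have numbers as strong as hits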
Numbers without * were called inactive; x = not tested or not shown. Compounds were not picked by outcome; 3.3% or so of the library scored in one or more.

SMILES | MIN6 prolif | mIAP act | APOBEC3A inh | mIAP inh | MPTP inh | hIAP block | hIAP act | ATG4B inh | A3G deaminase
CC1CCc2cc(F)ccc2N1C(=O)c1ccncc1 (stereo not drawn) | 0.0 | 1.01 | 2.6 | -0.9 | -0.9 | -9.6 | 1.09 | 24.3 | -3.0
COc1cc(NC(=O)COC(=O)CSc2ccccc2F)c(C)cc1[N+](=O)[O-] | -2.3 | 1.01 | -1.6 | -0.8 | 1.6 | -40.1 | 1.4 | -0.9 | -3.4
CCCc1nnc(NC(=O)CC(C)c2ccccc2)s1 (stereo not drawn) | 0.9 | 1.01 | -4.4 | -1.2 | 1.0 | -0.6 | 1.01 | 11.6 | -3.0
Cc1ccc(N=N/C(=C\O)C(=O)c2ccc(Cl)cc2)cc1 | -5.4 | 0.915 | 0.9 | 8.5 | 1.2 | 6.9 | 0.931 | 10.1 | -3.4
CC(C)c1cc(C(=O)OCC(=O)NC(=O)NCc2ccco2)c(O)c(C(C)C)c1 | -6.3 | 0.982 | 0.8 | 1.8 | 3.2 | 22.3 | 0.777 | 8.6 | -17.0
Cc1ccc(S(=O)(=O)NCC(=O)OCC(=O)NC2CCCCC2)cc1 | -0.8 | 0.959 | 3.1 | 4.1 | -0.2 | -4.0 | 1.04 | -4.1 | 0.7
O=C(c1ccc([N+](=O)[O-])o1)N1CCN(c2nc3ccc(F)cc3s2)CC1 | -4.4 | 0.979 | -0.9 | 2.1 | -1.5 | 0.0 | 1 | 5.1 | -4.1
COc1ccccc1C1/C(=C(/O)c2ccccc2)C(=O)C(=O)N1CC(C)C (stereo not drawn) | 0.8 | 1.07 | -5.7 | -7.1 | 7.7 | 16.4 | 0.836 | 0.6 | -4.8
COc1ccc(CNC(=O)CCC(=O)c2ccc(C)cc2)cc1OC | 3.3 | 1.03 | 1.2 | -3.4 | -0.9 | -2.5 | 1.02 | -10.4 | -1.4
COC(=O)CCC(=O)OC1(C)C(=O)C=C2C=C(C3CC3)N(CCCCO)C=C2C1=O (stereo not drawn) | 2.1 | 1.01 | 1.2 | -0.6 | -0.5 | 16.0 | 0.84 | -7.9 | 9.2
COc1ccc(C(=O)CN2CCN(c3ncccn3)CC2)cc1 | -2.6 | 1.06 | -0.5 | -5.9 | -0.5 | 9.0 | 0.91 | -1.7 | -2.8
C=CC[C@@H](CC(=O)N(CCO)Cc1ccccc1)C(=O)N[C@H](COC(=O)[C@@H](CC=C)Cc1ccc(F)cc1)Cc1ccccc1 | -6.1 | 1.22 | -3.5 | -21.6 | 2.4 | 6.4 | 0.936 | -1.3 | -6.9
Cc1ccc(S(=O)(=O)N2CCN(C(=O)CC(C)n3nc(C)c(Cl)c3C)CC2)cc1 (stereo not drawn) | 0.0 | 1.06 | -1.1 | -5.9 | -0.1 | -20.2 | 1.2 | -2.5 | -2.1
CCn1c(SCC(=O)NC2CCCC2)nnc1C(C)NC(=O)c1ccccc1Br (stereo not drawn) | -1.2 | 1.13 | 3.2 | -13.0 | 2.1 | -15.2 | 1.15 | 10.3 | -1.6
COc1ccc(OC)c(-c2csc(NC(=O)C3=COCCO3)n2)c1 | -2.8 | 0.995 | -3.8 | 0.5 | -1.1 | -12.3 | 1.12 | -2.2 | -7.3
Cc1cccc(C(=O)NCC(=O)OCC(=O)c2ccc(Cl)s2)c1 | -3.9 | 0.948 | 0.8 | 5.2 | 0.5 | 4.1 | 0.959 | 5.4 | -5.0
Cc1ccccc1C(=O)NC(CC(C)C)C(=O)N1CCN(c2ccccc2)CC1 (stereo not drawn) | -1.0 | 1 | -0.2 | -0.2 | 6.9 | -3.8 | 1.04 | -3.9 | -0.5
COc1ccc(N2C(=NC(=O)CCC3CCCC3)SC3CS(=O)(=O)CC32)cc1 (stereo not drawn) | -2.1 | 0.889 | -4.4 | 11.1 | 0.2 | -20.7 | 1.21 | 6.1 | -6.1
CS(=O)(=O)CCC(C(=O)O)N1C(=O)c2ccc(Oc3ccc(Cl)cc3)cc2C1=O (stereo not drawn) | -7.2 | 1.12 | -0.9 | -12.0 | 1.1 | -16.7 | 1.17 | -2.9 | 6.8
Cc1nnc(Nc2ccc(C(=O)NCCO)cc2)c2ccccc12 | 2.5 | 1.05 | -3.5 | -4.9 | 0.2 | -18.2 | 1.18 | 3.3 | -4.8
COc1ccccc1CN1C(=O)[C@H]2Cc3c([nH]c4ccccc34)C(C)(C)N2C1=O | -5.3 | 1.13 | 1.2 | -13.0 | 1.3 | -13.5 | 1.14 | 2.8 | 5.2
COc1cccc(C(=O)OCC(=O)c2c[nH]c3ccccc23)c1O | 4.8 | 0.933 | 2.3 | 6.7 | -0.5 | 7.8 | 0.922 | 12.6 | -4.1
Cc1cc([N+](=O)[O-])nn1CCCC(=O)N1CCN(c2ccc(F)cc2)CC1 | 2.4 | 1.03 | -4.0 | -2.7 | -6.7 | 9.0 | 0.91 | 6.8 | -5.8
Cc1ccccc1OCCNCC(C)O (stereo not drawn) | -0.5 | 1.08 | -1.2 | -7.8 | -0.2 | -0.2 | 1 | -1.5 | -12.5
CCOC(=O)C1CCN(CC(=O)Nc2cc(S(=O)(=O)N3CCOCC3)ccc2C)CC1 | 0.6 | 1.02 | 3.5 | -1.9 | 0.9 | -8.2 | 1.08 | 3.3 | 8.7
CCCOc1ccc(-c2nnc(N)s2)cc1 | -2.8 | 0.975 | 0.2 | 2.5 | 2.4 | -4.2 | 1.04 | -1.5 | -1.6
CCCCC(C(=O)OCC(=O)c1ccc(OC)cc1)N1C(=O)c2ccccc2C1=O (stereo not drawn) | -0.8 | 0.895 | -1.9 | 10.5 | 2.0 | 4.4 | 0.956 | -6.0 | -7.2
Nn1c(SCC(=O)Nc2ccc3c(c2)OCO3)nnc1-c1cccc(Cl)c1 | 2.4 | 0.939 | 25.9 | 6.1 | 0.9 | 7.7 | 0.923 | -4.8 | -6.9
Cc1ccc(C)c(SCC(=O)NCc2ccco2)c1 | 0.0 | 1.03 | 6.1 | -3.1 | 4.1 | 20.0 | 0.8 | 0.4 | 2.7
CS/C(N)=N/N=C/c1c(O)ccc2ccccc12 | -2.8 | 0.877 | 58.1* | 12.3 | -0.1 | -4.9 | 1.05 | -13.3 | 23.5
C=CCNC(=O)/C=C/c1cccs1 | -0.2 | 0.987 | -4.9 | 1.3 | 0.1 | -8.0 | 1.08 | -0.3 | -5.3
O=C(CC(=O)Nc1ccccc1C(=O)O)NNC(=O)Cc1ccccc1 | -1.8 | 0.854 | 6.6 | 14.6 | 0.5 | -2.0 | 1.02 | -4.1 | -0.8
Cc1nc(Sc2ccc(Cl)cc2)c(C#N)c(C)c1[N+](=O)[O-] | -4.1 | 0.903 | -2.2 | 9.7 | 0.7 | -59.0 | 1.59 | 4.0 | -2.9
COC(CNC(=O)c1ccc2c(c1)nc(C)n2-c1cccc(C)c1)OC | -4.0 | 0.967 | -2.8 | 3.3 | 0.8 | 8.3 | 0.917 | -3.0 | -6.3
O=[N+]([O-])c1ccc(Nc2nc(NC3CCCCC3)nc(N3CCCC3)n2)cc1 | -5.6 | 0.848 | 0.3 | 15.2 | 2.5 | 8.6 | 0.914 | 13.5 | -5.9
CCOC(=O)c1c(-c2ccccc2)oc2ccc(OCC(N)=O)cc12 | -0.5 | 0.913 | -4.3 | 8.7 | 1.5 | -0.3 | 1 | 6.5 | -7.5
Cc1c(NC(=O)CN2CCN(C(=O)c3ccco3)CC2)c(=O)n(-c2ccccc2)n1C | -2.8 | 0.907 | 6.3 | 9.3 | -1.3 | 24.8 | 0.752 | -2.8 | -4.2
COC(=O)c1ccc(OC(=O)c2cccnc2)cc1 | 1.5 | 0.958 | 2.4 | 4.2 | 0.4 | 13.0 | 0.87 | 5.0 | -2.2
O=C(O)CC(Cc1ccc(Cl)cc1)C(=O)Nc1ccccc1 (stereo not drawn) | -3.7 | 1.02 | -8.6 | -1.8 | -0.1 | -20.8 | 1.21 | -0.9 | 1.8
CN(C)S(=O)(=O)c1cc(NC(=O)CSc2ncc(C(F)(F)F)cc2Cl)ccc1Cl | -5.2 | 1.02 | 2.1 | -2.1 | 74.5* | 3.0 | 0.97 | -11.2 | -1.7
COc1ccccc1C(=O)N/C(=C\c1ccccc1)C(=O)NCc1ccco1 | -1.4 | 1.02 | -2.1 | -2.4 | -2.5 | -2.3 | 1.02 | 0.1 | -0.9
COc1ccc(Cl)cc1NC(=O)CCc1nnc2ccc(N3CCC4(CC3)OCCO4)nn12 | 2.9 | 0.963 | -4.3 | 3.7 | -0.5 | -20.3 | 1.2 | -12.6 | -5.5
COc1cc2cnncc2cc1OC | -2.6 | 1.06 | 1.7 | -6.1 | 0.9 | -7.9 | 1.08 | -0.2 | -8.6
CS(=O)(=O)c1ccc(Cl)c(NC(=O)CSc2nc3ccccc3c(=O)n2Cc2ccco2)c1 | 4.8 | 0.958 | -2.6 | 4.2 | 0.2 | 16.1 | 0.839 | 0.1 | -10.4
Cc1ccc(S(=O)(=O)Nc2cnn(-c3ccccc3)c(=O)c2Cl)cc1 | -1.6 | 1.02 | 6.1 | -1.8 | 0.0 | 2.4 | 0.976 | -2.2 | 1.0
COc1ccc(CCC(=O)Nc2sccc2C#N)cc1 | 1.4 | 0.917 | -1.6 | 8.3 | x | -2.2 | 1.02 | -2.6 | -2.7
Cc1cccc(NS(=O)(=O)c2ccc(C3CCCCC3)cc2)n1 | -1.4 | 1.03 | -3.6 | -3.0 | 32.0 | -2.4 | 1.02 | 5.0 | -2.4
Cn1c(CSc2ccccc2)c(C#N)c2ccccc21 | 0.7 | 1.03 | 4.4 | -3.1 | -1.1 | 8.8 | 0.912 | 12.9 | 0.3
Cc1ccc(N=Cc2c(O)n(-c3cc(Cl)ccc3N3CCOCC3)c(=O)c3ccccc23)cc1C | -1.0 | 0.823 | -5.1 | 17.7 | -1.1 | -10.5 | 1.1 | -14.2 | -6.0
CN1CCN(NC(=O)c2ccc(Br)c(S(=O)(=O)N3CCOCC3)c2)CC1 | 0.0 | 0.669 | -1.5 | 33.1 | -0.8 | -7.0 | 1.07 | -5.7 | -6.3
CC(C)N(C(C)C)S(=O)(=O)c1ccc(N2CCc3ccccc3C2)nc1 | -7.4 | 0.924 | -2.6 | 7.6 | -2.1 | 4.3 | 0.957 | 6.8 | -6.1
Cc1cc(C(=O)Nc2ccc(Br)cc2)cs1 | -2.6 | 1.05 | -4.1 | -5.5 | -0.6 | 7.9 | 0.921 | -1.8 | -3.7
Cc1ccc(NC(=O)CN2CCOCC2)c(Br)c1 | -2.2 | 0.971 | -1.9 | 2.9 | -0.1 | -4.5 | 1.04 | -0.6 | -7.7
CC(C)Cn1cc(C(=O)NCCCOC(C)C)c2c3ccccc3n(C)c2c1=O | -3.1 | 0.961 | -2.2 | 3.9 | 2.9 | 3.9 | 0.961 | 6.6 | -0.8
CSc1nc(O)c(C2OC(=O)c3ccccc32)c(=O)[nH]1 (stereo not drawn) | -0.4 | 1.02 | 0.5 | -2.2 | -1.1 | 2.9 | 0.971 | -4.5 | -0.7

Records listed so far that bear a hit mark in APOBEC3A inh:
| canonical_smiles | mIAP act | APOBEC3A inh | mIAP inh | MPTP inh | hIAP block | hIAP act | ATG4B inh | A3G deaminase |
| --- | --- | --- | --- | --- | --- | --- | --- | --- |
| CS/C(N)=N/N=C/c1c(O)ccc2ccccc12 | 0.877 | 58.1* | 12.3 | -0.1 | -4.9 | 1.05 | -13.3 | 23.5 |

Compound activity from PubChem BioAssay.
